# High-throughput results from PubChem.
# CHT block: inhibitors of human choline transporter CHT. CHT-expressing cells, membrane potential dye, choline response; active compounds read low. B-score at 10 µM. hit rate 0.86% among 310,000. AID 488975, 2010;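 active = B-score over 3 SD under the library average, and starting fluorescence ratio not unusually high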;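 note: choline stimulus applied at its EC90 after an EC20 pre-addition; B-score computed on integrated fluorescence ratio after choline addition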
# Target sequence (Q9GZV3 whole entry, looked up): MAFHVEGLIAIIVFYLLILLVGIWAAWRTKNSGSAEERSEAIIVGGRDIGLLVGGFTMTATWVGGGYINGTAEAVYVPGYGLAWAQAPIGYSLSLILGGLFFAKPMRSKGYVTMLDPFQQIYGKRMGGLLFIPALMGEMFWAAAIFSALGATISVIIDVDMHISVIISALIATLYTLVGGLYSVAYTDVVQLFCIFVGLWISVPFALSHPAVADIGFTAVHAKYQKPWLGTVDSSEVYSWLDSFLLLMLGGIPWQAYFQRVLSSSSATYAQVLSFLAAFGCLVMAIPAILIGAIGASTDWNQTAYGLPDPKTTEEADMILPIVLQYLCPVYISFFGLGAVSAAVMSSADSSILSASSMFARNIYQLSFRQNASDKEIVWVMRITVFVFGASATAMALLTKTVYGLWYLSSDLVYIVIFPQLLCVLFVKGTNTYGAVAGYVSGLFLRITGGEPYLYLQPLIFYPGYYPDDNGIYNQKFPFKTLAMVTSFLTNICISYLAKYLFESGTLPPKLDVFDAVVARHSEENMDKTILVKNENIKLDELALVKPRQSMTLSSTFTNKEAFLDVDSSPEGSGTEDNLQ
# Kir21 block: inhibitors of mouse Kir2.1 inward-rectifier potassium channel; Inward rectifier potassium channel 2 (Mus musculus), P35561; HEK293-Kir2.1, FluxOR thallium flux fluorescence; active compounds read low; B-score at 10 µM; hit rate 0.85% among 310,000;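 active = fluorescence ratio B-score at or below minus 3 SD of library scores, with starting-brightness B-score within 2 SD, cut at about -4.2 in these data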;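 note: channel flux triggered by added potassium and thallium sulfate stimulus; B-score of peak minus minimum fluorescence over baseline after thallium stimulus; more negative B-score means stronger Kir2.1 block with less thallium influx; some compounds called inactive have numbers as strong as hits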
# Target sequence (P35561 whole entry, looked up): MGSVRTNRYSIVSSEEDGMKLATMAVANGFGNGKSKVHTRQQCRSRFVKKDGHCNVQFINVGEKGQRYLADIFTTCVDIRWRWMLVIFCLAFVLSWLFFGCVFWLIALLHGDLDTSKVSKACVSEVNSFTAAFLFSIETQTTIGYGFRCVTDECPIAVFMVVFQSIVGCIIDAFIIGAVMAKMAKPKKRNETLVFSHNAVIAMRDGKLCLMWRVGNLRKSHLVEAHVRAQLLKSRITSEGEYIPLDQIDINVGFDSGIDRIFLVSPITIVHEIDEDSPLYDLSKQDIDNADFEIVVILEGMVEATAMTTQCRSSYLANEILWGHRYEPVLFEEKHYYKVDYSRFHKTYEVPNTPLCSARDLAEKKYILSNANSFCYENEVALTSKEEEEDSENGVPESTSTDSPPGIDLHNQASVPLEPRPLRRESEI
# KCNQ2 inh: KCNQ2 potassium channel inhibitors, primary screen, cell-based, CHO-K1, FluxOR thallium flux, B-score (AID 2156); Potassium voltage-gated channel subfamily KQT member 2 (Rattus norvegicus), O88943; 20 min; active compounds read low; B-score at 10 µM; hit rate 1.1% among 310,000;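 active = fluorescence ratio B-score at most minus 3 library SDs, with starting brightness B-score within 2 library SDs, cut at about -5.5 in these data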
# Numbers without * were called inactive; i = inactive; . = not tested or not shown.
SMILES,CHT block,Kir21 block,KCNQ2 inh
COCCNC(=O)COc1ccc(N(C)S(=O)(=O)c2ccc3ccccc3c2)cc1,i,-5.91*,i
Cc1ccccc1S(=O)(=O)Cc1ccc(C(=O)NCc2cccnc2)o1,i,-0.42,i
CCOC(=O)C1=C(C)N(CCCC(=O)O)C(=O)NC1c1ccc2ccccc2c1 (configuration not stated),i,0.37,i
CC(=O)c1ccc(NC(=O)c2noc(C(C)C)c2[N+](=O)[O-])cc1,i,0.08,i
COc1ccc(/C=N/NC(=O)c2cc(C)n(-c3ccccc3)c2C)cc1OC,i,-0.51,i
Cc1ccc(NC(=O)CSc2nc3nc(C)cc(C)c3c(=O)[nH]2)cc1,i,-1.53,i
CCN1CCN(c2nc3c(C)cccn3c(=O)c2/C=C(\C#N)C(=O)NCCOC)CC1,i,-0.01,i
CS(=O)(=O)Nc1nc2n(n1)C(c1ccccc1)C=C(c1ccc(Br)cc1)N2 (configuration not stated),i,-4.41,i
NC(=S)Nc1cccc2cccnc12,i,-0.15,i
CC(C)Oc1cc(C(=O)NC2CCCCC2)c2ccccc2n1,i,2.3,-6.03*

# Some of the entries so far, with two lines to a compound:
# Results follow in this order: CHT block	Kir21 block	KCNQ2 inh
- COc1ccc(/C=N/NC(=O)c2cc(C)n(-c3ccccc3)c2C)cc1OC
→ i	-0.51	i
- Cc1ccc(NC(=O)CSc2nc3nc(C)cc(C)c3c(=O)[nH]2)cc1
→ i	-1.53	i
- CCN1CCN(c2nc3c(C)cccn3c(=O)c2/C=C(\C#N)C(=O)NCCOC)CC1
→ i	-0.01	i
- CS(=O)(=O)Nc1nc2n(n1)C(c1ccccc1)C=C(c1ccc(Br)cc1)N2 (configuration not stated)
→ i	-4.41	i
- NC(=S)Nc1cccc2cccnc12
→ i	-0.15	i
- CC(C)Oc1cc(C(=O)NC2CCCCC2)c2ccccc2n1
→ i	2.3	-6.03*

# Next part.
SMILES,CHT block,Kir21 block,KCNQ2 inh
CCCNC(=O)C(Cc1ccccc1)NS(=O)(=O)c1ccc2c(c1)c(=O)n(C)c(=O)n2C (configuration not stated),i,-2.75,i
CC(C)(C)OC(=O)NCCCC[C@H](NC(=O)c1nc[nH]c1C(=O)NC1CCN(C(=O)OC(C)(C)C)CC1)C(=O)OC(C)(C)C,i,1.08,i
CCC(=O)NC(=S)Nc1ccc(NC(=O)COc2ccc(Cl)c(C)c2)cc1,i,0.28,i
O=c1c2oc3ccccc3c2ncn1Cc1ccc(F)cc1,i,-1.21,i
CCCCC1=CC2=CC(=O)C(C)(OC(=O)CC)C(=O)C2=CN1c1ccccc1 (configuration not stated),i,-0.39,i
O=C(c1csc2c1CCCCC2)N1CCN(c2ncccn2)CC1,i,-0.21,i
Cc1cc(NC(=O)CCN2CCCCC2)ccc1Br,i,0.77,i
CCc1csc(CCNC(=O)C2CCC(=O)N(CCc3cccc(F)c3)C2)n1 (configuration not stated),i,1.25,i
CC(/C=C/c1ccco1)=N/NC(=O)c1ccc(C)nc1,i,0.24,i
CCOc1c(CNc2nnnn2C)cccc1OC,i,2.15,i
CCc1cccc(CC)c1NC(=O)CN1CCc2cc(OC)c(OC)cc2C1,i,-0.02,i
Cc1cccc(S(=O)(=O)c2c(N)n(/N=C/c3cccnc3)c3nc4ccccc4nc23)c1,i,-0.79,i
Cc1ccc(/C=N/NC(=O)Cc2cccn2C)cc1,i,1.23,i
Clc1cccc(-c2nn3c(Cn4cnc5ccccc54)nnc3s2)c1,i,0.69,i
O=C(COC(=O)c1ccccc1NCc1ccco1)Nc1ccc2c(c1)OCO2,i,-0.32,i
CN1CCN(S(=O)(=O)c2cccc(C(=O)Oc3cccc(Br)c3)c2)CC1,i,-0.36,i
O=C(N/N=C/C=C/c1ccccc1)c1cccnc1,i,-2.55,i
COc1cc(C2C(C#N)=C(N)Oc3cc(C)oc(=O)c32)cc2c1OCO2 (configuration not stated),i,-0.09,i
CCSc1nc2ccccc2c(=O)n1OCC(=O)OC,i,0.91,i
CC1(C)C2CC=C(/C=N/NC(=S)NCCc3ccccc3)C1C2 (configuration not stated),i,2.32,i
CCS(=O)(=O)N1Cc2ccccc2CC1C(=O)Nc1ccc(C)cc1 (configuration not stated),i,0.53,i
COc1ccc(NC(=O)CN(C)C(=O)c2cc(-c3ccco3)nc3ccccc23)cc1,i,0.01,i
Cc1nnc(SCCCOc2ccccc2)nc1C,i,1.29,i
O=C(NCCc1ccccc1)C(=O)c1c(-c2ccccc2)cc2ccccn12,i,2.1,i
CCn1c(CC(=O)Nc2ccccc2F)nnc1SCC(=O)NC1CCCC1,i,0.14,i
CC(c1ccccc1)C1C(C#N)=C(N)OC2=C1C(=O)CCC2 (configuration not stated),i,-1.67,i
COCCN(CCOC)C(=O)CC(=O)N(CCOC)CCOC,i,0.04,i
COC(=O)c1ccc(S(=O)(=O)N2CCCCCC2)cc1,i,-0.19,i
CCOc1cc(C(=S)N2CCOCC2)ccc1OC(=O)/C=C/c1ccc(OC)c(OC)c1,i,-1.39,i
CCn1c(SC)nnc1-c1c[nH]c2ccccc12,i,0.02,i

# The list goes on, starting with the last 2 of the part before.
SMILES,CHT block,Kir21 block,KCNQ2 inh
CCOc1cc(C(=S)N2CCOCC2)ccc1OC(=O)/C=C/c1ccc(OC)c(OC)c1,i,-1.39,i
CCn1c(SC)nnc1-c1c[nH]c2ccccc12,i,0.02,i
Cc1nc2cc(C(=O)OCC(=O)N(CC(C)C)C3CCS(=O)(=O)C3)ccc2n1-c1ccccc1 (configuration not stated),i,-1.37,i
Cc1c(Br)c([N+](=O)[O-])nn1CC(=O)NCCc1c[nH]c2ccccc12,i,-0.82,i
Cc1ccc(CN2C(=O)[C@H]3Cc4c([nH]c5ccccc45)C(C)(C)N3C2=O)cc1,i,-1.59,i
O=C(c1cc(Cl)c(=O)n(Cc2ccc(Cl)cc2)c1)N1CCOCC1,i,-0.49,i
COc1ccc(/C=C/C(=O)NC(=S)Nc2ccc(N3CCN(C(C)=O)CC3)cc2)cc1,i,0.25,i
Cc1nccc2[nH]c(=O)c(C(=O)NC3CCCCC3C)cc12 (configuration not stated),i,0.23,i
CCN1CCN(c2ccc(NC(=O)c3ccc(C#N)cc3F)cc2Cl)CC1,i,2.29,i
O=C(c1cc([N+](=O)[O-])ccc1N1CCCCC1)N1CCCCC1,i,-1.14,i
COc1ccccc1NC(=O)c1oc2ccccc2c1NC(=O)c1cc(OC)c(OC)c(OC)c1,i,-1.07,i
CCCn1c(N)c(N(CCOC)C(=O)c2ccc([N+](=O)[O-])c(C)c2)c(=O)[nH]c1=O,i,-0.32,i
Cc1nn(C)c(Cl)c1/C=N/OC(=O)c1ccccc1,i,-1.5,i
COc1ccc(C2C(C#N)=C(N)OC3=C2C(=O)CC(C)(C)C3)cc1OC (configuration not stated),i,-0.21,i
O=C1CC(c2cccc(Cl)c2)Cc2nc(N3CCN(c4ccccc4)CC3)ncc21 (configuration not stated),i,1.55,i
COCCCN1C(=O)C(=O)/C(=C(/O)c2ccc(OC(C)C)c(C)c2)C1c1ccncc1 (configuration not stated),i,1.11,i
COc1ccccc1NS(=O)(=O)c1cccc(NC(=O)C2CC(=O)N(Cc3ccccc3)C2)c1 (configuration not stated),i,2.09,i
COCCNC(=O)C1c2cc(OC)c(OC)cc2C(=O)N(C)C1c1cccnc1 (configuration not stated),i,-0.2,i
CC(C)CCNC(=O)c1ccc2c(Cl)c3c(nc2c1)CCC3,i,-0.34,i
O=C(NNC1=NS(=O)(=O)c2ccccc21)c1ccccc1Cl,i,-0.5,i
O=C(NCc1ccncc1)c1ccccc1Nc1ccc(SC(F)F)cc1,i,-0.53,i
CC(C)C[C@@H](C(=O)O)N(Cc1cccc(CN([C@@H](CC(C)C)C(=O)O)S(C)(=O)=O)c1)S(C)(=O)=O,i,-0.25,i
COc1ccc(C2c3[nH]c4ccccc4c3C[C@H]3C(=O)N(C4CCN(Cc5ccccc5)CC4)CC(=O)N23)cc1OC (some centres not stated),i,-0.68,i
Cc1cccc(/C=N/NC(=O)CNc2cccc3ccccc23)n1,i,-0.12,i
Cc1cccc(CC(=O)N2CCC(n3nccc3NC(=O)C3CC3)CC2)c1,i,1.82,i
CCN(CC(=O)Nc1ccc(NC(C)=O)cc1)C(=O)/C=C/c1cn(Cc2ccccc2)nc1-c1cccnc1,i,0.92,i
Cc1cc(C)n(C(=O)CNc2ccccc2Cl)n1,i,0.47,i
COc1ccccc1OCC(=O)Nc1sc2c(c1C(=O)NCC1CCCO1)CCC2 (configuration not stated),i,0.61,i
CCOc1ccc(NC(=O)c2c(OC)cccc2OC)cc1,i,-1.08,i
O=C(NC1CCN(C(=O)NCc2ccccc2)CC1)c1cccc(F)c1,i,-0.73,i
CCCCS(=O)(=O)Nc1ccc2ncn(C)c(=O)c2c1,i,-1.6,i
O=C(Oc1coc(CSc2ncccn2)cc1=O)c1ccc(Br)o1,i,-2.06,i
NC(=O)CC(NC(=O)Cc1ccc(Br)cc1)c1ccc(NCCc2ccc(Cl)cc2)c([N+](=O)[O-])c1 (configuration not stated),.,-0.82,i
CC(C)(C)NC(=O)CSc1nc(O)cc(=O)n1-c1ccccc1,i,1.13,i
O=C(Nc1ccccc1)C1CCN(C(=O)c2ccccc2)CC1,i,-0.01,i
Cc1onc(-c2ccccc2Cl)c1C(=O)Nc1ccc(-c2nnc3n2CCCCC3)cc1,i,-1.58,i
Cc1nnc(SCCCn2c(N3CCCCC3)nc3c2c(=O)[nH]c(=O)n3C)s1,i,1.04,i
O=C1C(C=NCc2ccccn2)=C(O)c2ccccc21,i,-0.03,i
CCc1ccc(N(CC(=O)NCc2cccnc2)S(=O)(=O)c2ccccc2)cc1,i,-0.69,i
COc1cc(C)c(C(N)=O)c(OC)n1,i,0.72,i
COC(=O)c1ccccc1NC(=O)Nc1ccc2c(c1)OCO2,i,0.13,i
CCN(CC)CCN(Cc1cc2cc(C)ccc2[nH]c1=O)C(=S)Nc1ccccc1,i,-1.17,i
Nc1nc(Br)c2c(F)cccc2c1-c1ccccc1,i,-0.75,i
CN(NS(=O)(=O)c1ccc(Cl)cc1)c1cnn(C)c(=O)c1Cl,i,-1.7,i
O=C1CC(C(=O)N(c2ccccc2)C(C(=O)NC2CCCC2)c2ccncc2)CS1 (configuration not stated),i,0.23,i
FC(F)(F)c1nc2ccccc2nc1N/N=C/c1ccc(Cl)cc1,i,1.03,i
O=C(NCCCCNC(=O)C1CCCC1)C1CCCC1,i,-0.56,i
O=C1CC(c2ccccc2)CC(O)=C1C=Nc1cccc(Cl)c1 (configuration not stated),i,0.71,i
Cc1ccc(Cc2c(C)nc3nc(SCC(=O)NCCCN4CCOCC4)nn3c2C)cc1,i,-0.14,i
CN(C)CCNC(=O)/C(=C/c1ccc(-c2cccc(Cl)c2)o1)NC(=O)c1ccccc1,i,-4.59*,i
C/C(=N\NC(=O)c1ccccc1F)c1ccc(C#N)cc1,i,2.07,i
Cn1c(=N)n(CC(=O)c2ccccc2)c2ccccc21,i,-0.4,i

# The list continues:
SMILES,CHT block,Kir21 block,KCNQ2 inh
Cc1nnc(SC(C)C(=O)Nc2nccs2)s1 (configuration not stated),i,0.01,i
CCN(CC)S(=O)(=O)c1ccc(N2CCCC2)c(NC(=O)Cc2cc(OC)c(OC)c(OC)c2)c1,i,1.09,i
CC1CCN(C(=O)CCNC(=O)Cn2cnc3sc4c(c3c2=O)CCCC4)CC1,i,1.18,i
C=CCSC1=C(C#N)C(c2ccccc2C)CC(=O)N1 (configuration not stated),i,-1.13,i
CCN(CC)S(=O)(=O)c1ccc(Cl)c(C(=O)Oc2cccnc2)c1,i,1.45,i
CCOc1ccc(/C=N/Nc2nncc(-c3ccccc3)n2)cc1OC,i,0.45,i
O=C1CC(N2CCN(c3ccc(F)cc3)CC2)C(=O)N1c1ccc2c(c1)OCO2 (configuration not stated),i,1.83,i
Cn1cnnc1SCC(=O)NCCc1ccc(Cl)cc1Cl,i,-0.27,i
Nc1n[nH]c(-c2ccccc2)c1-c1ccccc1,i,-1.1,i
CN(C)C(CNc1nnnn1-c1ccccc1)c1ccco1 (configuration not stated),i,-1.14,i

# Random excerpt: two entries already listed.
SMILES,CHT block,Kir21 block,KCNQ2 inh
CCN1CCN(c2nc3c(C)cccn3c(=O)c2/C=C(\C#N)C(=O)NCCOC)CC1,i,-0.01,i
CC1(C)C2CC=C(/C=N/NC(=S)NCCc3ccccc3)C1C2 (configuration not stated),i,2.32,i

# (list continues)
SMILES,CHT block,Kir21 block,KCNQ2 inh
CCO[C@H]1OC(C(=O)NC2CC2)=C[C@@H](C2CC2)[C@@H]1CCCO,i,2.35,i
CC(NC(=O)CSCc1ccc(Br)cc1)c1ccccc1 (configuration not stated),i,-2.54,i
COc1ccc(NCc2ccsc2)cc1,i,-0.49,i
CCOC(=O)c1cn(-c2c(C)n(C)n(-c3ccccc3)c2=O)c2c(F)c(F)c(F)cc2c1=O,i,0.02,i
C=CCn1c(SCC(=O)NCCCC(=O)OCC)nc2scc(-c3ccco3)c2c1=O,i,-1.22,i
CC(NS(=O)(=O)c1ccc(Cl)cc1)C(c1cccs1)N1CCN(C)CC1 (configuration not stated),i,0.07,i
O=C(Nc1cccc(-c2cccc(F)c2)c1)C1CCN(C2CCC2)CC1,i,-1.26,i
CS(=O)(=O)N(CC(=O)Nc1ccc(S(=O)(=O)N2CCCC2)cc1)c1cccc(F)c1,i,0.76,i
C/C1=C\CCC2C(/C=C(\C)CC1)OC(=O)C2CN1CCCCC1 (configuration not stated),i,0.69,i
O=C(CCN1C(=O)c2ccccc2C1=O)NCc1ccc(F)cc1,i,0,i
O=C(CSc1n[nH]c(=O)[nH]c1=O)c1ccc(Cl)cc1Cl,i,-0.09,i
